Screening data as filed in PubChem BioAssay.
VLA-4 agonist = enhancers of LDV-FITC binding to VLA-4 integrin, primary screen, Jurkat cells, flow cytometry. activation, % at 10 µM (by protocol). Integrin alpha-4 (Homo sapiens), P13612. 24,000 tested, under 10 active;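 active means fluorescent ligand binding to cells raised by more than 40% of the manganese-induced maximum; inconclusive means compound's own fluorescence above 85% of the ligand control signal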;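 further: 0% = ligand binding without compound and 100% = manganese-stimulated maximal binding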
Target sequence (P13612 whole entry, looked up): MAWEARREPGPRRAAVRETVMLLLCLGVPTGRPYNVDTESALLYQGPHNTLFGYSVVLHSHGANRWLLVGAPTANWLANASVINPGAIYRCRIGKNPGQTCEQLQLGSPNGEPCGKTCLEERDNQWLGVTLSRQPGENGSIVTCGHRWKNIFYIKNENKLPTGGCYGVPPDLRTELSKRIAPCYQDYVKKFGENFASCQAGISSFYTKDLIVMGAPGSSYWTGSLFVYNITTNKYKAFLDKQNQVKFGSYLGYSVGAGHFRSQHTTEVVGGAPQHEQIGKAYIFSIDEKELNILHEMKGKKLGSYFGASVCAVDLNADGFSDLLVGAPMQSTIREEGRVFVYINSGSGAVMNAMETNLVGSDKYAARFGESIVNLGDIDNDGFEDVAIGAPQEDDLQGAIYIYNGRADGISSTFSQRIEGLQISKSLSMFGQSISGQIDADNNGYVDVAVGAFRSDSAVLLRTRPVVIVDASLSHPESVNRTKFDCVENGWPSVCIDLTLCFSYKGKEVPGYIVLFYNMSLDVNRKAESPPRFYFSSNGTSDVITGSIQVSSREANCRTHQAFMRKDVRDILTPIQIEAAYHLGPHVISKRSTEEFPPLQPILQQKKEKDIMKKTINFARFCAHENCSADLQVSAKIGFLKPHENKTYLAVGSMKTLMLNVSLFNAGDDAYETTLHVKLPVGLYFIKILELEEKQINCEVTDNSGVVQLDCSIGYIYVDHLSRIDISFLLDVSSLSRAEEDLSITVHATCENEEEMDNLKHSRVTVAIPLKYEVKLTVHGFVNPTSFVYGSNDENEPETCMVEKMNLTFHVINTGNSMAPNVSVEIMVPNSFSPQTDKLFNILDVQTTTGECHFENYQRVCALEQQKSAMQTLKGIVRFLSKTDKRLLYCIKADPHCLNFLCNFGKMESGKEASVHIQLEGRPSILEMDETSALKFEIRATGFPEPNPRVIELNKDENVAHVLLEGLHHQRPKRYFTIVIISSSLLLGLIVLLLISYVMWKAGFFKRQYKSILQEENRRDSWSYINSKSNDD
Prostate diff = activators of LNCaP prostate cell differentiation, primary screen, flow cytometry side scatter; 4 d; side scatter shift, % at 10 µM; 24,000 compounds, 0.56% hits; AID 795, 2007;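 active means side scatter shift above 30%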;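 further: androgen-responsive LNCaP prostate cancer cells in charcoal-stripped serum medium; percent of cells past a gate set so DMSO wells show 10% shift; higher shift means more granular cells and more differentiation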
Jurkat autofluor = compound autofluorescence on Jurkat cells, primary screen, artefact control for VLA-4 allosteric ligand project, cell-based, flow cytometry; AID 576, 2007; fluorescence ratio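 (tested at 10 µM compound in the well)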; 24,000 compounds, 0.61% hits; active compounds read high; 1 = vehicle-only cell background;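 active means fluorescence ratio above 2.44, which is 1 plus 3 SD of all ratios; inconclusive means signal too bright to measure linearly, ratio around 10 or more; inactive means fluorescence ratio below 2.44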;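 further: green fluorescence of cells measured with 488 nm excitation and 530 nm emission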
VLA-4 antagonist = inhibitors of LDV-FITC binding to Mn2+-activated VLA-4, primary screen, Jurkat cells. Integrin alpha-4 (Homo sapiens), P13612. LDV-FITC binding with Mn2+, flow cytometry; 100% = Mn2+-driven binding gain fully reversed. inhibition, % at 10 µM (by protocol). 24,000 compounds, 0.2% hits. AID 529, 2006;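 active means inhibition above 50%; inconclusive means compound itself fluorescent, judged against control cell fluorescence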;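 further: 0% = Mn2+ stimulated cells lacking compound and 100% = ligand binding without Mn2+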
* marks the source's active call; other numbers are inactive results; ? = inconclusive. Only part of the results is shown; rates above refer to the full screens.

VLA-4 agonist,Prostate diff,Jurkat autofluor,VLA-4 antagonist,structure
-1,17,1.1,11,COc1cccc(NC2SC(=O)N(c3ccccc3)C2=O)c1 (centres undefined)
-3,6,1.1,0,Cc1nn(C)cc1NC(=O)CCSc1nc(-c2ccco2)cc(C(F)(F)F)n1
-10,2,1.1,29,O=C(Nc1ccc2c(c1)OCCO2)C1CCN(S(=O)(=O)c2ccc(Br)s2)CC1
-1,6,1,-22,CN(C(=O)COc1cccc(Br)c1)C1CCS(=O)(=O)C1 (centres undefined)
-1,13,1,-14,CCCCC(=O)Nc1nn(CCC)c2nc3ccccc3cc12
?,4,1.4,?,CCOC(=O)C1CCN(S(=O)(=O)c2ccc3[nH]c(=O)oc3c2)CC1
-6,1,0.98,16,CCCCCn1c(CN(C)Cc2ccccc2)nc2c1c(=O)n(C)c(=O)n2C
1,4,1,-6,CCOC(=O)C1CCN(C(=O)c2ccc(Cl)c(NC3=NC4CS(=O)(=O)CC4S3)c2)CC1 (centres undefined)
-2,12,1.1,-6,Cc1ccc(CNC(=O)CCNS(=O)(=O)c2ccc3c(c2)c(=O)n(C)c(=O)n3C)cc1
-5,7,1.1,-3,COC(=O)c1cc(OC)c(OC)cc1NC(=O)CCC1CCCC1
0,14,0.96,-13,O=C(CCc1nc2ccccc2[nH]1)N1CCN(C(=O)c2ccco2)CC1
0,12,1.1,1,COC(=O)C(C)Sc1nc(-c2ccc(OC)cc2)nc2c1c(=O)n(C)c(=O)n2C (centres undefined)
4,9,1,-14,COc1ccc(N2CCN(C(=O)CSc3nnc(Cn4nnc5ccccc54)n3C)CC2)cc1
-3,8,1.1,5,O=C(Nc1ccc(Cc2ccncc2)cc1)c1ccc(S(=O)(=O)N2CCOCC2)cc1
-1,4,1.1,-7,Cc1c(C(=O)O)oc2ccc(S(=O)(=O)N3CCCCC3C(=O)O)cc12 (centres undefined)
3,7,1,0,O=C(c1cnc2sccn2c1=O)N1CCc2ccccc2C1
3,7,1,-9,Cc1ccc(N(C(=O)C2CCC(=O)N2)C2(C(=O)NC3CCCCC3)CCCCC2)cc1 (centres undefined)
6,12,1.1,-11,CC(Oc1ccccc1)C(=O)NC1CCN(Cc2ccccc2)CC1 (centres undefined)
1,9,0.98,-6,Cc1cccc(CS(=O)(=O)Cc2ccc(C(=O)O)o2)c1
-4,5,1,3,CCOC(=O)CSc1nc2ccccc2c(=O)n1CC1COc2ccccc2O1 (centres undefined)
2,7,1,6,C=C1Cn2c(nnc2-c2ccc(Cl)cc2)S1
-2,9,1.1,-23,Cc1noc(C)c1S(=O)(=O)Nc1ccc(C(=O)N2CCN(c3ccc(Cl)cc3)CC2)cc1
-4,8,1.1,1,O=C(CN1CCN(S(=O)(=O)c2ccc(F)cc2)CC1)Nc1ccc2c(c1)OCCO2
-1,9,1,-5,CCOc1ccccc1C(=O)N1CCN=C1SC
-1,5,1,-10,CC1CCc2nn(CC(=O)Nc3ccc(F)cc3F)cc2C1 (centres undefined)
2,3,1,-17,CCC[C@@H]1C[C@@H](C(=O)N[C@H]([C@@H](C)O)[C@H]2O[C@H](SC)[C@H](O)[C@@H](O)C2O)N(C)C1 (some centres undefined)
?,14,1.4,?,O=C(O)CCCC(=O)N1CCN(c2nc(-c3ccccc3)c3ccccc3n2)CC1
?,7,0.9,?,Cc1cc(NC(=O)c2noc3c2CCc2ccccc2-3)no1
-4,12,1.1,2,N#C/C(C(=O)NCc1ccco1)=C1/SC(Cc2ccc(F)cc2)C(=O)N1c1ccccc1 (centres undefined)
5,5,1.1,-6,CC(=O)NCCC(=O)Nc1ccc(C)c(F)c1

More entries follow.
VLA-4 agonist,Prostate diff,Jurkat autofluor,VLA-4 antagonist,structure
0,8,1,-12,CCc1nnc(NC(=O)CSc2nnc3ncccn23)s1
-3,7,1.1,20,COc1ccc(S(=O)(=O)Nc2cc(C(=O)NCCC(C)C)ccc2N2CCOCC2)cc1
?,4,1.2,?,c1ccc2c(c1)CCN(c1nc3ccccc3n3cnnc13)C2
-1,4,1.2,-7,CCCCn1c(=S)[nH]c2c(oc3ccc(Cl)cc32)c1=O
2,19,1.2,-44,Cc1nccn1CCc1n[nH]c(=S)n1Cc1ccccc1
2,2,1,-29,Cc1occc1-c1nnc(SCC(=O)NCC2CCCO2)n1C (centres undefined)
3,8,1,-8,O=C(Nc1ccc(O)cc1)C1CCCN1S(=O)(=O)c1ccc(F)cc1 (centres undefined)
-4,15,0.94,-3,CC1=C(C(N)=O)C(c2ccc(Cl)cc2Cl)n2ncnc2N1 (centres undefined)
0,7,1.8,-6,c1ccc(CC2CCN(c3nc4ccccc4n4nnnc34)CC2)cc1
5,9,1.1,-18,O=C(c1ccco1)N1CCN(CC(=O)N(C2CCCCC2)C2CCS(=O)(=O)C2)CC1 (centres undefined)
0,7,1.1,-2,CN(C)CCCN1C(=O)CSC1c1ccccc1 (centres undefined)
6,7,1,-4,CCOC(=O)C(CC)n1cnc2c(nnn2-c2ccc(OC)cc2)c1=O (centres undefined)
-3,7,1.1,-20,Nc1ccccc1OCCOCCOc1ccccc1N
-7,9,1.1,2,Cc1ccc(-n2c(=O)cc(N3CCC(C)CC3)[nH]c2=O)cc1
2,4,1.1,-15,CC(C)NC(=O)Nc1cccs1
-6,4,1.1,10,Cc1c(C(=O)NCc2ccoc2)oc2ccc3c(c12)C(=O)CC(C)(C)O3
?,4,1.1,?,CC1(CC(=O)O)SC(=O)NC1=O (centres undefined)
2,16,0.99,0,Nc1nnc(SCCOc2ccccc2)s1
-2,7,1.1,-2,CCCCCSc1nnc2c(n1)OC(c1cccn1C)N(C(C)=O)c1ccccc1-2 (centres undefined)
-6,14,1.1,-11,Cn1cccc1Cc1nnc(SCC(=O)N2CCCCCC2)n1CCc1ccccc1
-2,15,1.1,0,COc1ccc2nc(CC(C)(C)CC(=O)O)c[n+]([O-])c2c1
9,7,0.96,-25,CN(Cc1cccs1)C(=O)CCc1ccc(S(=O)(=O)N2CCOCC2)cc1
?,0,2,?,CCCCCn1c(NCc2ccco2)nc2ccccc21
-2,5,1,-7,CCC(C)NC(=O)c1cn(CC)c2ccc(S(=O)(=O)N(C)C)cc2c1=O (centres undefined)
2,10,0.99,-1,COC(=O)C1=C(C)NC(=O)CC1c1cccc(Cl)c1Cl (centres undefined)
8,7,0.99,-3,c1ccc(Cn2nnnc2CN2CCCC2)cc1
0,9,1.1,4,COc1ccc(C(=O)Nc2cccc(C)c2)cc1S(=O)(=O)N1CCOCC1
-10,37*,1,12,COc1ccc(CC(=O)Nc2ccc(-c3nnc(-c4ccc(C)cc4)o3)cc2)cc1
4,4,1.2,-19,COc1ccccc1-n1c(-c2cccnc2)n[nH]c1=S
2,7,1.1,-6,Cc1ccccc1NC(=O)C1CCCN(S(=O)(=O)c2cccc3cccnc23)C1 (centres undefined)

Looked up by compound from above (6):
VLA-4 agonist,Prostate diff,Jurkat autofluor,VLA-4 antagonist,structure
2,7,1.1,-6,Cc1ccccc1NC(=O)C1CCCN(S(=O)(=O)c2cccc3cccnc23)C1 (centres undefined)
?,4,1.1,?,CC1(CC(=O)O)SC(=O)NC1=O (centres undefined)
-2,7,1.1,-2,CCCCCSc1nnc2c(n1)OC(c1cccn1C)N(C(C)=O)c1ccccc1-2 (centres undefined)
-7,9,1.1,2,Cc1ccc(-n2c(=O)cc(N3CCC(C)CC3)[nH]c2=O)cc1
-3,7,1.1,20,COc1ccc(S(=O)(=O)Nc2cc(C(=O)NCCC(C)C)ccc2N2CCOCC2)cc1
0,9,1.1,4,COc1ccc(C(=O)Nc2cccc(C)c2)cc1S(=O)(=O)N1CCOCC1

More entries.
VLA-4 agonist,Prostate diff,Jurkat autofluor,VLA-4 antagonist,structure
-5,6,1.1,11,CCOC(=O)c1cccc(NC(=O)C2CCCN2S(=O)(=O)c2cccc3cccnc23)c1 (centres undefined)
8,6,0.89,-22,Cc1cccc(OCCNC(=O)c2ncn[nH]2)c1
2,3,0.99,2,COc1ccc(-c2noc(CCC(=O)N(C)c3cccc(C)c3)n2)cc1
-2,14,1.1,1,Cc1nnc(SCc2nnc(-c3ccccc3Br)o2)n1-c1ccccc1
8,10,1,3,CCOCCn1c(CN2CCC(Cc3ccccc3)CC2)nc2c1c(=O)n(C)c(=O)n2C
3,10,1.1,-6,Cc1ccc(S(=O)(=O)NCCNC(=O)c2ccccc2)cc1
4,6,1,-20,CCOc1ccc(-c2nnc3sc(-c4c(OC)cccc4OC)nn23)cc1
-2,12,1,-15,O=C(Nc1nnc(-c2ccc(Cl)cc2)o1)C1CCCCC1
4,15,1.2,2,O=C(C1CCCN(S(=O)(=O)c2cccc3nsnc23)C1)N1CCc2ccccc21 (centres undefined)
-1,7,1.1,5,Cc1ccc(-n2c(=O)cc(NCc3cccnc3)[nH]c2=O)cc1
?,6,1.7,?,CCOC(=O)c1c(C)oc2c1c(C=NCC1CCCO1)c(O)c1ccccc12 (centres undefined)
-3,11,1,3,CCCCOC(=O)C(C)Oc1ccc(=O)n(-c2ccccc2)n1 (centres undefined)
0,8,1,0,COc1cccc(OC)c1OCCN1CCN(C(=O)c2ccco2)CC1
-9,8,0.99,10,O=C(Nc1cnccn1)c1cccs1
2,5,1,-8,Cc1nc(SCCC(=O)O)c2ccccc2n1
3,10,0.85,0,CCCc1noc(-c2ccc(-c3ccccc3)cc2)n1
9,26,1,-30,CCn1c(Cc2ccccc2)nnc1SCC(=O)Nc1nc2ccccc2s1
-5,4,1,2,CCCC(=O)NCCc1cc2c(C)ccc(C)c2[nH]c1=O
?,7,1.1,?,Cc1ccc(C)c(-n2c(N)c(C(N)=O)sc2=S)c1
2,5,1,-6,CCn1cc(CNC(=O)C2C3CCC(C3)C2C(=O)O)cn1 (centres undefined)
14,12,1.1,-18,CC(C)Cc1cc(C(=O)Nc2sc3c(c2C#N)CCCC3)no1
6,3,1.1,-16,COc1ccc(OC)c(Nc2ncnc3c2cnn3-c2ccccc2)c1
-12,3,1.1,31,COc1ccc2nc(NC(=O)C3CCCN(S(=O)(=O)c4c(C)noc4C)C3)sc2c1 (centres undefined)
-5,3,0.96,14,CCN(CCNC(=O)CN1CCN(Cc2ccc(Cl)cc2)C1=O)c1ccccc1
11,2,1,-16,Nc1nc(Cl)nc2c1ncn2[C@@H]1O[C@H](CO)[C@@H](O)[C@H]1O
-4,12,1.1,4,Cc1cc(Nc2ccc(F)c(Cl)c2)n2ncnc2n1
?,13,1.5,?,COc1ccc(CCNC(=O)CC2Nc3ccccc3NC2=O)cc1OC (centres undefined)
-5,5,1.1,8,COc1cc2c(cc1OC)C(C(=O)NCc1cccnc1)C(c1cccnc1)N(C)C2=O (centres undefined)
-14,8,1.4,?,Cc1ccc(-c2nc3cnccn3c2Nc2ccccc2)o1
-3,2,1,?,O=C(CSc1nc2c(c(=O)n1-c1ccc(Cl)cc1)SCC2)NCC1CCCO1 (centres undefined)

Other entries.
VLA-4 agonist,Prostate diff,Jurkat autofluor,VLA-4 antagonist,structure
-14,8,1.3,36,COc1ccc(-c2cc(C(=O)N3CCc4ccccc4C3)no2)cc1OC
-5,9,1.1,-5,CCc1ccc(C2N(c3ccc(OC)cc3)C(=O)C3CCCN32)cc1 (centres undefined)
6,1,0.99,-13,O=C(Cn1cc2c(n1)CCCC2)N1CCCc2ccccc21
-1,6,1,15,CCC(C)(C(=O)NC1CCCC1)N(Cc1ccco1)C(=O)c1ccc2c(c1)OCO2 (centres undefined)

A draw from above in order of heavy-atom count, rising:
VLA-4 agonist,Prostate diff,Jurkat autofluor,VLA-4 antagonist,structure
-2,12,1,-15,O=C(Nc1nnc(-c2ccc(Cl)cc2)o1)C1CCCCC1
?,4,1.4,?,CCOC(=O)C1CCN(S(=O)(=O)c2ccc3[nH]c(=O)oc3c2)CC1
-6,4,1.1,10,Cc1c(C(=O)NCc2ccoc2)oc2ccc3c(c12)C(=O)CC(C)(C)O3
